SRC2 inh – inhibits human steroid receptor coactivator 2 | Q15596 | actives 0.17% (n = 370,000) | AID 651957 | inhibition, % at 9 µM | HEK293 GAL4-SRC2 luciferase reporter, luminescence;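 active means inhibition above the mean inhibition of all tested compounds plus 3 SD, set per campaign, cut at about 52% in these data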;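 further: 0% = DMSO treated cells and 100% = cells given Gossypol at 36 µM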
Target sequence (Q15596 whole entry, looked up, the tested form may be a part): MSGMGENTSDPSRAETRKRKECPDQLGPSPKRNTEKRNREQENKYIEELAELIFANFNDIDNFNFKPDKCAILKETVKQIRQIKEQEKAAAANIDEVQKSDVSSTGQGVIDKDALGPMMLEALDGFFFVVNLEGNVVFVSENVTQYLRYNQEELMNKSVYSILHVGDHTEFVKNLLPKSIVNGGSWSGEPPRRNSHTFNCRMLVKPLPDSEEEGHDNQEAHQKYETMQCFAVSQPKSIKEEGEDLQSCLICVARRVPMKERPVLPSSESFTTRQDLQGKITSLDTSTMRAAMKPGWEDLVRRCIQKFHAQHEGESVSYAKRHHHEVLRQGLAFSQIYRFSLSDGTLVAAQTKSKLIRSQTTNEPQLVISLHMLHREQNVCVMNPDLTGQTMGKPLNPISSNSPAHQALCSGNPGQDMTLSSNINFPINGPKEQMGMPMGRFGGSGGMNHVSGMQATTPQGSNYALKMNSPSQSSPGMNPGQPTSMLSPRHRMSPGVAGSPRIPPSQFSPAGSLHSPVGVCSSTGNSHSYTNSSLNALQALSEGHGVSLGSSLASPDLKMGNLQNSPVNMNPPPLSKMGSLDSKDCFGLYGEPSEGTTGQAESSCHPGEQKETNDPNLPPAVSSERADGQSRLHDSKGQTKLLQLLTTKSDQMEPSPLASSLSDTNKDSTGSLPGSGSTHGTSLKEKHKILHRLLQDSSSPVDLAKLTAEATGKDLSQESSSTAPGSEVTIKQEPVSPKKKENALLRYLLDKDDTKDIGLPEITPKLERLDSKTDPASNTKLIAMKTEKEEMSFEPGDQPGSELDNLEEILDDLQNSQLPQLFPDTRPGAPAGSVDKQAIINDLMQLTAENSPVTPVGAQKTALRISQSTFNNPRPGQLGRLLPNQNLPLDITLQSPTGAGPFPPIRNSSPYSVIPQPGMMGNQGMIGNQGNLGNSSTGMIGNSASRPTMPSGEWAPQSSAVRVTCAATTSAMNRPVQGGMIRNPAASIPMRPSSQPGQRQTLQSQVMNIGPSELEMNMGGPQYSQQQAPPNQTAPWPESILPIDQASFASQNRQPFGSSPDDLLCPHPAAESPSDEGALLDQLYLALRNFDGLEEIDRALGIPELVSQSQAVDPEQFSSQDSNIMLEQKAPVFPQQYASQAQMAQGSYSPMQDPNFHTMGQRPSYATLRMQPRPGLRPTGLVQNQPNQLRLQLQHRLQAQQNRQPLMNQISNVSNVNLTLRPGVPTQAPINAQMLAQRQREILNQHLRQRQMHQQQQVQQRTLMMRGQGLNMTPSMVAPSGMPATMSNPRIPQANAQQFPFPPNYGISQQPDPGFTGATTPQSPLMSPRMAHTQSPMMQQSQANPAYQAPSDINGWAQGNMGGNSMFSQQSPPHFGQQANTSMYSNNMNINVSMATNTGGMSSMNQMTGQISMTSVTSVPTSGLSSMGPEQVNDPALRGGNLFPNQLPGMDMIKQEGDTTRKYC
NOD2-RIPK2 inh – NOD2-RIPK2 protein interaction inhibition | CHO BLA complementation NOD2-RIPK2, CCF4 ratio | inhibition, % at 4.98 µM | actives 0.38% (n = 360,000) | AID 624267; in the data active means inhibition above about 21%;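 further: 0% = vehicle only and 100% = reference blocker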
Cardio protect – modulators protecting cardiomyocytes from myocardial damage. protection from H2O2 cell death, % at 20 µM. actives 0.63% (n = 360,000). H9c2 cardiomyocytes, H2O2 injury protection, ATPLite, 2 h. AID 588492;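 active means compounds giving at least 50% protection of heart cells from peroxide-induced death in the single-dose screen, raw or plate-pattern-corrected value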;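 further: 0% = DMSO wells with peroxide and 100% = DMSO wells without peroxide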
TLR9-MyD88 inh – inhibitors of human TLR9-MyD88 binding; CHO BLA complementation TLR9-MyD88, CCF4 FRET ratio; AID 504734; actives 0.21% (n = 340,000); Q9NR96+Q99836; inhibition, % at 4.98 µM;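 active means inhibition above the mean over all tested compounds plus 3 SD, cut at about 21% in these data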;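 further: 0% = DMSO only wells and 100% = clavulanate BLA inhibitor control wells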
MC4R antagonist – human MC4R antagonism in cAMP assay. P32245. MC4R-expressing cells, MTII-stimulated cAMP, LANCE TR-FRET. inhibition, % at 6.5 µM. actives 0.48% (n = 360,000);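 active means inhibition above its plate's cutoff, the mean of tested wells on that plate plus 3 SD, cut at about 29% in these data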;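 further: 0% = Melanotan II alone and 100% = Melanotan II plus saturating MCL0020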
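system = U2OS cells with stable human MC4R expression | also added = Melanotan II challenge after compound preincubation | dosing = one concentration, 6.5 µM nominal | incubation = compound 30 min, challenge 1 h, detection 1 h | measured by = TR-FRET with Eu-cAMP and labeled anti-cAMP, 671 nm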
ABHD5-PLIN5 inh – inhibitors of human ABHD5-perilipin-5 interaction; Q00G26+Q8WTS1; actives 0.78% (n = 360,000); inhibition, % at 4 µM; Split G. princeps luciferase complementation, luminescence, 4 h;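 active means inhibition above the mean inhibition across every tested compound plus 3 SD, cut at about 22% in these data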;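 further: 0% = DMSO only wells and the 100% control is not disclosed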
MC4R barr agon – human MC4R agonism via beta-arrestin. P32245. actives 0.98% (n = 360,000). activation, % at 8.9 µM. U2OS MC4R beta-arrestin complementation, luminescence; percent of melanotan II response, DMSO zero;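 active means activation above a per-plate cutoff, the mean activation of sample wells on that plate plus 3 SD, cut at about 8% in these data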
N-glyco inh – blocks N-linked glycosylation in D54 reporter cells | AID 588692 | D54 ERlucT glycosylation luciferase reporter, 24 h; percent of 100 nM tunicamycin response | actives 0.23% (n = 360,000) | reporter increase, % at 12.5 µM;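 active means mean luciferase reporter signal, scaled so untreated is 0 and the glycosylation-blocking control 100, at or above a set limit in every replicate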;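 further: luciferase carries N-glycosylation sites so blocking glycosylation raises the light; 0% = median of neutral control wells and 100% = median of 100 nM tunicamycin wells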
HTR2A ag – agonists of mouse serotonin 5-HT2A receptor (HTR2A) | P35363 | CHO-K1 mHTR2A beta-arrestin complementation, luminescence; percent of 30 µM serotonin response | activation, % at 7.6 µM | actives 0.66% (n = 360,000) | AID 624169;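 active means activation above a run cutoff, the mean activation of all tested compounds plus 3 SD, cut at about 14% in these data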;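 further: 0% = plate median of compound wells and 100% = 30 µM serotonin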
ABCB6 inh MLPCN – blocks the human ABCB6 transporter; Q9NP58; K562-ABCB6 porphyrin accumulation, flow cytometry, 1 h; active compounds read low; fluorescence ratio to DMSO, % at 10 µM; actives 0.19% (n = 360,000); AID 602162;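 active means fluorescence ratio to DMSO below 75%, the collection mean minus 3 SD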;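 further: signal is porphyrin accumulated inside mitochondria; 100% equals median channel fluorescence of DMSO control wells; lower ratio means ABCB6 inhibition with less porphyrin fluorescence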
The depositor's hits bear a star; x = not tested or not shown. Not all compounds are listed. The share of hits here may be higher or lower than overall.

SMILES	SRC2 inh	NOD2-RIPK2 inh	Cardio protect	TLR9-MyD88 inh	MC4R antagonist	ABHD5-PLIN5 inh	MC4R barr agon	N-glyco inh	HTR2A ag	ABCB6 inh MLPCN
CCCSc1nnc2nc3c(nn12)c1ccccc1n3C	-1	-4	43	6	-12	-4	-1.4	2	-2	99
Cc1cc(C(=O)NCc2cccs2)nn1C	0	-6	-3	1	10	4	-0.9	1	10	98
CCCNS(=O)(=O)c1ccc(OCC(=O)N(C)Cc2ccccc2)cc1	10	1	-2	5	6	-2	-0.1	-3	1	94
CC(C)(CNc1ccc(C(F)(F)F)cc1[N+](=O)[O-])N1CCOCC1	9	-6	0	-9	12	-3	-1.6	-1	0	96
COc1cc(OC)cc(C(=O)N2CCN(c3ccccc3F)CC2)c1	-4	4	13	-3	-3	2	-2.7	6	0	100
O=c1c2ccccc2nnn1COc1ccc(F)cc1Cl	-3	-5	-3	4	13	6	-1.3	2	4	100
O=C(Nc1ncn[nH]1)c1ccccc1O	-6	1	0	5	2	-2	-0.9	1	0	95
Cc1cccc(-n2nc(CC#N)c(C#N)c2N)c1	5	-3	2	3	6	1	-0.6	2	2	104
Nc1nc(-c2cccnc2)nn1C(=O)CCc1ccccc1	-6	1	2	-8	0	-3	-2.3	1	-2	99
Cn1c(SCc2nc3ccccc3[nH]2)nnc1-c1cccnc1	-13	4	4	-6	3	4	-0.7	0	-1	102
CN(CCO)c1c2c(nc3cc(-c4cccc(F)c4)nn13)CCCC2	-50	5	-2	-10	4	-2	-2.0	-9	-2	94
CCc1noc(C)c1C(=O)N1CCCC(CCC(=O)NCc2cccc(OC)c2)C1 (centres undefined)	-8	-4	-8	-2	-5	2	-4.1	2	-1	106
O=C(COc1ccccc1)NCC1CCCO1 (centres undefined)	19	-19	-2	2	2	3	0.8	-1	3	99
CCc1ccccc1NC(=S)N(CCN(C)C)C(C)c1ccco1 (centres undefined)	-25	-5	-8	-5	25	1	1.0	-2	5	98
CN(C)/C=C/c1onc(-c2c(Cl)cccc2Cl)c1C#N	2	-5	1	-6	3	-4	-0.2	-2	3	94
FC(F)(F)c1nnc(-c2ccccc2)nc1N1CCOCC1	6	-20	1	0	-3	2	0.0	-1	3	91
CCc1nc2ccccc2c(C(=O)OCC(=O)N2CC(C)OC(C)C2)c1C (centres undefined)	-26	-1	16	-7	5	9	-2.1	-3	4	101
O=C(N/N=C/c1cccc2ccccc12)c1n[nH]c2c1CCCC2	-5	-4	-6	0	-18	7	0.0	8	4	103
COc1ccc(C(=O)Cn2c(Cl)nc3c2c(=O)n(C)c(=O)n3C)cc1	28	-1	-4	10	14	6	-0.7	-2	6	96
Cc1c(C)c2ccc(OCC(=O)NC(Cc3c[nH]c4ccc(O)cc34)C(=O)O)c(C)c2oc1=O (centres undefined)	-11	-9	-1	5	-3	6	0.6	1	-3	101
Cc1ccc(-n2ncc3c2CCCC3NC(=O)c2cnccn2)cc1C (centres undefined)	-1	-21	-10	-8	9	-2	-2.1	0	-4	97
O=S(=O)(Nc1ccc(C(F)(F)F)cc1)c1cccs1	-31	6	-3	-1	11	6	-1.1	0	-4	100
O=C(CN1CCCC1)Nc1cccc(Cl)c1	5	-14	1	1	7	6	0.2	-1	-5	85
CCOC(=O)CNC(=O)COc1coc(CN2CCN(c3ccc(F)cc3)CC2)cc1=O	-17	-11	-2	-13	-1	3	-2.7	2	1	98
O=C(NCc1cccnc1)c1ccc(NC(=O)c2ccc([N+](=O)[O-])cc2)cc1	14	-8	-10	5	-3	1	-1.1	-3	2	97
Cc1cc(Br)ccc1NC(=O)CN(C)C(=O)CN1C(=O)NC(C)(C2CC2)C1=O (centres undefined)	-18	3	-2	-3	12	5	-2.3	0	-1	102
CCc1c(O)nc(SCC(=O)Nc2ccccc2C)n(-c2ccc(C)cc2)c1=O	-14	-13	-4	-4	-4	-3	-2.6	3	-11	97
O=C(c1ccc(F)cc1)N1CCCC(c2ccccc2)C1 (centres undefined)	-15	-11	-5	-10	-7	4	-0.2	-4	5	85
Cc1ccc(C)c(C(=O)COC(=O)c2cc(Cl)nc3ccccc23)c1	14	-29	-6	-5	-3	-7	6.0	-2	2	96
CCCCN1C(=O)C(CC(=O)NC(c2ccccc2)c2ccccc2)CC(C(=O)N(C)C)=C1C (centres undefined)	23	1	4	-3	3	4	1.0	-1	4	102

In the list so far, three have a CF3 group.
SMILES	SRC2 inh	NOD2-RIPK2 inh	Cardio protect	TLR9-MyD88 inh	MC4R antagonist	ABHD5-PLIN5 inh	MC4R barr agon	N-glyco inh	HTR2A ag	ABCB6 inh MLPCN
CC(C)(CNc1ccc(C(F)(F)F)cc1[N+](=O)[O-])N1CCOCC1	9	-6	0	-9	12	-3	-1.6	-1	0	96
FC(F)(F)c1nnc(-c2ccccc2)nc1N1CCOCC1	6	-20	1	0	-3	2	0.0	-1	3	91
O=S(=O)(Nc1ccc(C(F)(F)F)cc1)c1cccs1	-31	6	-3	-1	11	6	-1.1	0	-4	100

(continued)
SMILES	SRC2 inh	NOD2-RIPK2 inh	Cardio protect	TLR9-MyD88 inh	MC4R antagonist	ABHD5-PLIN5 inh	MC4R barr agon	N-glyco inh	HTR2A ag	ABCB6 inh MLPCN
O=C(CCC(=O)N1CCOc2ccc(Cl)cc21)NCCCN1CCOCC1	0	1	8	-1	3	-3	1.7	1	2	97
O=C(CCC(=O)N1CCc2ccccc21)Nc1ccccc1	18	-11	0	-1	0	0	-1.7	2	1	98
Cc1cc(C(=O)Nc2ccc(F)cc2C)cs1	-21	-2	-6	-14	15	7	-2.4	2	2	106
COc1ccc(C2CC(=O)N(CCCN(C)CCc3ccc(OC)c(OC)c3)C2)cc1 (centres undefined)	15	8	0	7	8	0	-1.3	-1	-9	104
CC(C)(C)n1nc2c(c1NC(=O)c1cc([N+](=O)[O-])ccc1Cl)CS(=O)(=O)C2	42	-2	0	4	3	-8	-1.7	11	-3	100
CCC(C)NC(=O)CSc1nnc(-c2ccoc2C)n1CC1CCCO1 (centres undefined)	-3	-1	6	-1	1	-3	1.0	x	3	86
COc1ccc(N2CCN(c3ncnc4c3nnn4Cc3ccccc3Cl)CC2)cc1	11	-14	-21	-14	3	2	-0.5	-3	2	95
Cc1cc(C(=O)N2CCN(c3ccccc3O)CC2)c(C)o1	-4	-9	-1	2	-5	2	-4.3	2	2	96
Cc1csc(Sc2ccc([N+](=O)[O-])cc2C(=O)OCC(=O)NC2CCCC(C)C2C)n1 (centres undefined)	-11	-1	-6	-4	-1	2	5.2	5	8	93
CN(C)C(=O)CC12CC3CC(C1)CC(CC(=O)N(C)C)(C3)C2	-16	-2	14	6	0	4	0.9	1	1	89
Cc1cc(NCCO)nc(-n2nc(C)cc2C)n1	-6	3	-2	4	5	7	2.0	-1	6	93
CC(=O)c1cccc(NC(=O)CSc2nc(N3CCCCC3)nc(N3CCCCC3)n2)c1	-4	-9	-9	6	7	-6	0.5	-4	-1	100
Cc1cccc(NC(=O)c2nc[nH]c2C(=O)NC[C@@H](C)O)c1	13	-2	-3	0	7	-6	0.2	-1	-3	107
BrC(/C=C\c1ccccc1)=N/Nc1nc(N2CCOCC2)nc(N2CCOCC2)n1	-4	-3	20	9	-3	11	1.0	16	-5	95
O=S(=O)(Nc1ccc2c(c1)OCCO2)c1cccc(F)c1	30	3	3	9	13	-2	1.1	-3	1	98
O=C(Nc1ccc(Cl)cc1)/C(=C/c1cccc(O)c1)c1nc2ccccc2s1	55*	4	-18	0	6	30*	1.4	-15	8	106
Cc1cn(CC(=O)NCCc2c[nH]c3ccccc23)c(=O)[nH]c1=O	2	-5	-3	-7	7	5	-0.2	0	1	98
O=S(=O)(NC(=S)Nc1ccccc1)c1ccc(F)cc1	15	0	-1	-3	-2	4	-3.1	0	6	96
c1ccc(-c2nn3c(Cn4nnc5ccccc54)nnc3s2)cc1	-36	0	0	8	-12	-2	1.2	0	0	98
COc1cccc(-n2nc(C#N)c(Cl)cc2=O)c1	-126	70*	-15	17	-2	29*	-2.1	-11	-4	106
CCc1cccc(CC)c1NC(=O)NC1CCCCC1	-20	-7	0	-4	0	4	-2.5	1	0	98
CS(=O)(=O)N1N=C(c2ccco2)CC1c1ccccc1Cl (centres undefined)	10	-5	3	-2	5	0	-2.3	2	-3	106
CCOC(=O)c1c(NC(=O)CSc2c[nH]c3ccccc23)sc2c1CCC2	18	8	-17	-4	13	-11	-0.9	-11	-3	97
Cc1ccc(Nc2nc(-c3ccc(O)cc3O)cs2)nc1	-42	10	-14	-2	13	-25	7.5	-5	11	97
O=C(Cn1nc(C(=O)O)c2ccccc2c1=O)NC12CC3CC(CC(C3)C1)C2	11	-5	35	0	4	-1	-1.6	2	0	102
COc1cccc(CNC(=O)C2Cc3cc(S(=O)(=O)N4CCCC4)ccc3N2C(C)=O)c1OC (centres undefined)	0	-1	-4	7	-6	4	-0.9	1	-3	102
CC1=C(C(=O)OCC2CCCO2)C(c2cccc(O)c2)NC(=O)N1 (centres undefined)	-29	-10	0	-2	-1	-4	-0.6	1	3	94
O=C(O)c1ccccc1C(=O)NCc1c(Cl)cccc1Sc1ccc(Cl)cc1	-10	-1	2	-1	-3	-1	0.2	1	-1	92
CCOC(=O)c1cnc(Nc2nc3ccccc3o2)nc1CSC(=S)N(CC)CC	6	0	16	-1	8	-1	-2.6	-2	2	98
CC1(C)CC(=O)C=C(Nc2ccc(F)c(Cl)c2)C1	-10	-10	-2	-1	3	2	0.6	1	-5	97
Cc1cccc(NC(=O)c2ccc(NCCc3ccccc3)c([N+](=O)[O-])c2)c1	3	-7	-2	-3	-5	-2	1.6	-2	4	95
C=CCOc1ccc(/C=C2\SC(=S)N(NS(=O)(=O)c3ccc(C)cc3)C2=O)cc1	-12	-5	-4	0	8	1	8.1	2	2	98
CCn1c(SCC(=O)N/N=C(/C)c2ccncc2)nc2ccccc21	7	-2	0	1	2	-1	-1.6	-1	-3	101
O=C(C/C=N\OCc1c(Cl)cccc1Cl)Oc1ccc(Cl)cc1Cl	-20	2	-3	-11	-2	-3	-2.4	-1	-1	101
COCCNC(=O)CCCn1c(=O)c2ccccc2n(Cc2cccc([N+](=O)[O-])c2)c1=O	-6	-4	8	-4	10	3	-2.7	-2	2	97
CC1(C)C(=O)C2(CCCCC2)C(=O)OC1c1cccc([N+](=O)[O-])c1 (centres undefined)	0	-10	-3	-5	12	-3	0.3	-1	-12	103
CC(C)(C)N(Cc1ccccc1)C(=O)c1ccncc1	-11	6	0	0	-1	7	0.0	1	6	100
CC1CCN(CCCNS(=O)(=O)c2cc(Br)cc3c2N(C(=O)C2CC2)CC3)CC1	-24	8	-5	-5	15	1	-1.1	-1	-3	95
Cc1ccccc1-c1cc2nc(C)c(C)c(=O)n2[nH]1	-27	16	-1	1	0	-3	-1.3	2	0	104
CCOC(=O)N1CCC(NS(=O)(=O)c2ccc(NC(C)=O)c(Cl)c2)CC1	-5	-6	-7	x	2	-1	-1.5	-2	3	88

Source: PubChem BioAssay (several laboratories)
